BRCT inh green: qHTS Assay for Inhibitors of BRCT-Phosphoprotein Interaction (Green Fluorophore) | Breast cancer type 1 susceptibility protein (Homo sapiens), P38398 | BRCA1 BRCT-phosphopeptide binding, green fluorescence polarization | Potency, µM (doses to about 76.9 µM), inactives show at the highest dose activity change, negative = inhibition, hits mostly inhibitors | actives 0.05% (n = 75,000) | AID 875, 2007;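 further: potency means the concentration at half of the fitted maximal effect; plate controls were peptide without protein for full effect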
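Fluorescence polarization: His-tagged BRCT (~35 kDa BRCA1 C-terminus, 250 nM) bound to 100 nM fluorescein-labeled phosphorylated 10-aa BACH1 peptide, pH 7.3 phosphate buffer with DTT and Tween 20. Compounds incubated 12 min at room temperature; inhibition read as lowered polarization.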
Caspase-7 inhib: qHTS Assay for Allosteric/Competitive Inhibitors of Caspase-7; P55210; recombinant caspase-7, Ac-DEVD-AFC fluorescence rate; Potency, µM (highest dose often 57.5 µM), for the others: at the highest dose activity change, negative = inhibition, hits mostly inhibitors; actives 0.02% (n = 75,000); AID 889, 2007; active means well fitted inhibition curve with a large enough effect in the main read-out, with a control signal flat, not every such curve was filed as active; inconclusive means small, poorly fitted or top-dose-only effect, or a change in a side signal; further: potency means the concentration at half of the fitted maximal effect; % of control where 0% means no effect
Target sequence (P55210 24-198 limits assumed): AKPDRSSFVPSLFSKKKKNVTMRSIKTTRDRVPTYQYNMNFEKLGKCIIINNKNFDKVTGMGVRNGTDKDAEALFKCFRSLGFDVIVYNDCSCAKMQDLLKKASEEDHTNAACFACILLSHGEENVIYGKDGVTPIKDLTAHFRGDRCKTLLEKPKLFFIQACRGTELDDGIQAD
Target sequence (P55210 207-303 limits assumed): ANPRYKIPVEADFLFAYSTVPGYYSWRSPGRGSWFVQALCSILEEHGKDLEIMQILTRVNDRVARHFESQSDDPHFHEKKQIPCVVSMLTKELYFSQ
A350 autofl: qHTS Assay for Spectroscopic Profiling in A350 Spectral Region. actives 11% (n = 59,000). max dye-equivalent concentration, M. Compound autofluorescence, 340/450 nm, Alexa 350 dye-equivalents; active compounds read high. AID 590, 2007; in the data active means max dye-equivalent concentration above about 10 nM; inconclusive means mostly about 1.1 nM to 9.6 nM
USP2a inhib: qHTS Assay for Inhibitors of Ubiquitin-specific Protease USP2a | actives 0.1% (n = 60,000) | USP2a enzymatic assay, qHTS inhibition | Ubiquitin carboxyl-terminal hydrolase 2 (Homo sapiens), O75604 | Potency, µM (doses to about 38.3 µM), for inactives: top-dose activity change, negative = inhibition, usual class: inhibitors;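 further: potency means the concentration at half of the fitted maximal effect; nearly all actives have a fitted effect of over 60% in size; plate controls were DMSO for no effect and NEM full inhibition control for full effect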
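USP2 core (20nM final) preincubated 30 min RT with compound, then Ub-PLA2 20nM and NBD C6-HPC 20uM final added; buffer 20mM Tris-HCl pH 8.0, 2mM CaCl2. Fluorescence Ex 460/Em 535 read at 0 and 2.5 h; normalized to NEM.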
BRCT PPI red: qHTS Assay for Inhibitors of BRCT-Phosphoprotein Interaction (Red Fluorophore). BRCT-phosphopeptide binding, red fluorescence polarization. Potency, µM (top dose mostly 76.9 µM), for the others: at the highest dose activity change, negative = inhibition, actives largely listed as inhibitors. actives 0.03% (n = 75,000); further: on the % scale 0 is the no-effect control and ±100 the full control effect
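Rhodamine-labelled pBACH1 10-mer (100 nM) bound to BRCT domain (100 nM) at pH 7.3; compounds incubated 12 min room temperature, polarization read. Free peptide defines full inhibition; unlabelled decapeptide titrated as control.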
Casp1 inh: qHTS Assay for Allosteric/Competitive Inhibitors of Caspase-1; AID 900, 2007; actives 0.03% (n = 75,000); Caspase-1 enzyme, Ac-WEHD-AFC fluorogenic rate; P29466; Potency, µM (highest dose often 57.5 µM), for the others: at the highest dose activity change, negative = inhibition, actives largely listed as inhibitors;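 further: potency means the concentration at half of the fitted maximal effect; plate controls were vehicle for no effect and no substrate for full effect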
Target sequence (P29466 120-297 limits assumed): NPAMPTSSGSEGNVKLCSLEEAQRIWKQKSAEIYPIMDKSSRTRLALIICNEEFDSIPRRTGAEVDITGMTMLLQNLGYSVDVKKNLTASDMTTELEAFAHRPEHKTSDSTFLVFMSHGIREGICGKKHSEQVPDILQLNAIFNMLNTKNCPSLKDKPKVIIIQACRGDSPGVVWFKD
Target sequence (P29466 317-404 limits assumed): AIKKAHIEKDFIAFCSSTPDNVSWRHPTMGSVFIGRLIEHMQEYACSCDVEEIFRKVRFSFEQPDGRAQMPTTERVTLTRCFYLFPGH
HEK293 cAMP cs: qHTS Assay for Agonists of the Thyroid Stimulating Hormone Receptor: Activators of Intracellular cAMP Concentrations in Parental HEK 293; parental HEK293 CNG cAMP sensor, membrane potential fluorescence; Potency, µM (series often up to 57.1 µM), for the others: top-dose activation, most hits filed as activators; actives 2.5% (n = 73,000); further: potency means the concentration at half of the fitted maximal effect; % of control where 0% means no effect; nearly all actives have a fitted effect of over 55% in size
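Counterscreen for endogenous-receptor signalling: CNG-channel HEK 293 cells report cAMP rise by membrane depolarization. After 60 min dye equilibration with 100 uM RO 20-1724, compounds incubated 30 min before bottom-read fluorescence at 590 nm.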
GFP derepression: qHTS Assay for Epigenetic Modulators | mouse C127i GFP locus derepression, cytometry, 30 h | Potency, µM (series often up to 46.1 µM), inactives show at the top dose GFP derepression (activation) | actives 0.09% (n = 68,000) | AID 597, 2007; further: % of control where 0% means no effect
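Locus derepression in mouse mammary C127i cells whose integrated CMV-GFP reporter is normally silent; GFP expression after 30 h compound treatment was quantified by counting fluorescent cells.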
Fluorescein autfl: qHTS Assay for Spectroscopic Profiling in Fluorescein Spectral Region | actives 0.91% (n = 59,000) | AID 593, 2007 | Compound autofluorescence, 480/540 nm, fluorescein-equivalent; active compounds read high | max fluorescein-equivalent concentration, M; in the data active means max fluorescein-equivalent concentration above about 10 nM; inconclusive means between about 1.1 nM and that limit
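Tris 100 mM pH 8.0; 15 min RT; CCD read, ex 480/em 540 nm. Output: fluorescein-equivalent concentration per compound concentration, from six-point dye series on each plate.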
4-MU autofl: qHTS Assay for Spectroscopic Profiling in 4-MU Spectral Region; max dye-equivalent concentration, M; compound autofluorescence, 340/450 nm, 4-MU equivalents; active compounds read high; actives 11% (n = 59,000); in the data active means max dye-equivalent concentration above about 10 nM; inconclusive means mostly about 1.1 nM to 9.6 nM
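Intrinsic fluorescence at 340/450 nm (ex/em) was read after 15 min at room temperature in pH 8.0, 100 mM Tris. Each compound concentration expressed as 4-MU-equivalent concentration from a six-point 4-MU standard series on each plate.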
Ub-GFP proteasome: Ubiquitin-GFP Assay; Ubiquitin-GFP reporter cells, proteasome inhibition, GFP fluorescence; response scale: untreated = 0%, 10 µM MG-132 = 100%; Potency, µM (highest dose often 45.9 µM), for inactives: top-dose activation (GFP accumulation), usual class: activators; 67,000 tested, under 10 active; AID 526, 2006; active means well fitted activation curve with a large enough effect, not every such curve was filed as active; inconclusive means small, poorly fitted or top-dose-only effect, or another doubt; inactive means no such curve, though single readings can be large or run the other way; further: potency means the concentration at half of the fitted maximal effect
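GFP accumulation read-out: laser plate cytometry counting ubiquitin(G76V)-GFP-expressing U2OS cells after 4 hr compound exposure at 37 °C. Titrations spanned 46 uM to 2.9 nM; 0% = basal, 100% = 10 uM MG-132; concentration-response curves fitted.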
An asterisk follows results filed as active; i = inactive; ? = inconclusive; nt = no result given; [ ] = dose if it differs, or a comment. Unless noted, the call rests on the fitted dose curve; in most records, active means well fitted curve in the direction sought with a large enough effect; inconclusive means small, poorly fitted or top-dose-only effect, or another doubt; inactive means no such curve, though single readings can be large; an effect the other way counts as inactive or inconclusive. Not all compounds are listed; the hit share may differ from the screen's.

SMILES	BRCT inh green	Caspase-7 inhib	A350 autofl	USP2a inhib	BRCT PPI red	Casp1 inh	HEK293 cAMP cs	GFP derepression	Fluorescein autfl	4-MU autofl	Ub-GFP proteasome
Cc1cc2cc(CN(Cc3ccc4c(c3)OCO4)C(=O)c3ccco3)c(=O)[nH]c2cc1C	-1.0%	-7%	?	24%	0.0%	-6%	?	-2%	i	?	0%
O=C1c2ccccc2C(Nc2ccc(F)c(Cl)c2)N1Cc1ccco1 (stereo not drawn)	1.4%	-4%	nt	nt	-1.8%	-2%	27%	3%	nt	nt	-3%
Cc1c(NC(=O)COC(=O)Cc2ccc(Cl)cc2)c(=O)n(-c2ccccc2)n1C	2.7%	nt	i	1%	-0.5%	2%	3%	1%	i	i	-5%
CC1CCCC(NC(=O)c2ccc(CNc3c(N4CCCC4)c(=O)c3=O)cc2)C1C (stereo not drawn)	-4.4%	-2%	nt	nt	-1.3%	2%	18%	0%	nt	nt	-3%
O=C(COC(=O)CNC(=O)c1ccco1)NCCN1C(=O)CSC1=O	-3.3%	0%	i	-4%	-0.3%	-1%	3%	2%	i	i	3%
O=C(O)CC(c1ccc(Cl)cc1)n1cccc1 (stereo not drawn)	1.1%	1%	i	-6%	0.7%	2%	14%	11%	i	i	-4%
Cn1c(SCCSc2nnc(-c3ccccc3)n2C)nnc1-c1ccccc1	0.7%	1%	nt	-6%	2.3%	-1%	-1%	0%	nt	nt	3%
COCC(=O)Nc1cccc(Br)c1	-3.0%	-1%	i	4%	-2.2%	0%	5%	3%	?	i	3%
ON1C(c2ccc(Cl)cc2Cl)N(O)[C@H]2CCCC[C@H]21 (stereo partly drawn)	2.4%	0%	?	6%	1.1%	-5%	4%	3%	i	?	4%
Cc1csc2c(=O)n3c(nc12)CCCCC3	3.8%	-2%	i	-4%	-2.8%	2%	3%	0%	?	i	nt
Oc1ccccc1-c1nnc(COc2ccccc2)o1	-0.9%	-5%	nt	nt	-2.4%	-3%	10%	21%	nt	nt	13%
CSc1cccc(NC(=O)OC2CCCCCCCCCCC2)c1	0.9%[15.4 µM]	3%[11.5 µM]	i	nt	-0.9%[15.4 µM]	-3%[11.5 µM]	6%[11.4 µM]	-3%[9.22 µM]	?	i	-6%[9.17 µM]
O=C(CN1C(=O)CSC1=O)Nc1ccc(N2CCOCC2)cc1	1.3%	0%	i	-16%	0.2%	0%	5%	-2%	i	i	10%
CCN(CC)CCCNC1CCS(=O)(=O)C1 (stereo not drawn)	-0.4%	-4%	i	-4%	1.8%	-5%	0%	1%	?	i	3%
O=C(O)c1cnn2c1NC(c1ccc(F)cc1)CC2C(F)(F)F (stereo not drawn)	-3.7%	0%	i	5%	-1.2%	1%	0%	0%	?	i	9%
O=C(CSc1nnc(-c2cccs2)n1-c1ccccc1)N1CCN(C(=O)c2ccco2)CC1	-1.3%	-1%	i	-9%	1.3%	0%	?	6%	i	i	4%
Cc1ccc(C)c(N2CCN(S(=O)(=O)c3c(C)noc3/C=C/N(C)C)CC2)c1	-2.6%	-2%	i	29%	0.2%	1%	-1%	-1%	i	i	17%
COCCNC(=O)C1CCN(S(=O)(=O)c2ccccc2)CC1	-2.8%	0%	nt	nt	-4.1%	-3%	-1%[11.4 µM]	nt	nt	nt	nt
O=C1c2ccccc2C(=O)N1CCCCSc1nnnn1-c1ccccc1	0.7%	-8%	i	-9%	-1.3%	-3%	?	-2%	i	i	2%
COc1ccc(OC)c(C2=NOC(C(=O)NCc3ccccn3)C2)c1 (stereo not drawn)	-1.0%	0%	?	-1%	-1.4%	3%	6%	0%	i	i	6%
O=C(Oc1cccc(N2C(=O)CCC2=O)c1)C1CC(=O)N(c2ccc(F)cc2)C1 (stereo not drawn)	-4.2%	1%	i	1%	-0.9%	2%	-8%	2%	?	i	0%
CCOC(=O)C1=C(C)OC(N)=C(C#N)C1C1CCCCC1 (stereo not drawn)	-3.2%	-1%	nt	1%	-2.2%	-1%	25µM*	0%	nt	nt	4%
C=CCn1c(SCC(=O)Nc2ccc(C(=O)OCC)cc2)nnc1-c1cccs1	-9.3%	-4%	i	1%	-0.5%	1%	24%	12%	?	i	2%
CCOC(=O)CSc1nnc(NC(=O)c2cccc(S(=O)(=O)N3CCCC3)c2)s1	-0.5%	1%	i	3%	-0.5%	0%	-7%	0%	i	i	-4%
CC1=C(C(=O)NCCCOC(C)C)C2(CCC(C)CC2)OC1=O (stereo not drawn)	-2.9%	-2%	nt	nt	-1.1%	0%	-3%	3%	nt	nt	?
CC(=O)N1CCC2(CCCN(c3ncccn3)C2)CC1	-2.8%	0%	i	-3%	-1.5%	-4%	5%	-2%[9.22 µM]	i	i	-4%
CC(C)c1nc(SCC(=O)N2CCOCC2)c2c(=O)n(C)c(=O)n(C)c2n1	-1.4%	0%	nt	nt	-0.6%	0%	?	nt	nt	nt	19%
CCc1nc(OCCN(C)C)c2oc3ccccc3c2n1	-0.5%	0%	i	-5%	-0.6%	1%	2%	13%	i	i	-6%
COC(=O)c1ccc(Cn2cc(Cl)cn2)cc1	-0.9%	-1%	i	5%	-0.6%	2%	-4%	1%	?	i	5%
CC(C)Cc1cc(C(=O)O)n[nH]1	0.8%	-1%	i	-2%	-0.1%	-1%	-8%	1%	i	i	-3%
O=C1CC[C@](CCc2nc3ccccc3[nH]2)(c2ccccc2)C(=O)N1	-3.4%[15.4 µM]	-1%[11.5 µM]	i	nt	0.0%[15.4 µM]	0%[11.5 µM]	5%[11.4 µM]	2%[9.22 µM]	?	i	-3%[9.17 µM]
COc1cc(-c2ccc(=O)[nH]n2)ccc1OC(F)F	-2.4%	1%	?	2%	-3.2%	2%	-1%	0%	?	?	3%
O=C(Cc1coc(-c2ccc(F)cc2)n1)NC1CCCCC1	-0.5%	0%	nt	nt	-0.7%	-3%	1%	nt	nt	nt	nt
O=C(CCSc1nc(-c2ccco2)cc(C(F)(F)F)n1)N1CCN(c2ccccc2)CC1	2.1%	-7%	i	0%	-0.6%	-5%	24%	7%	i	i	1%
Cc1cc(Nc2ccccc2)n(CCC#N)n1	-1.6%	1%	i	1%	-1.0%	0%	?	0%	i	i	-1%
O=C(O)CCC(=O)Nc1ccccc1C(=O)NC1CCCCC1	-0.5%	0%	i	0%	-3.0%	-1%	1%	0%	i	i	3%
O=C(NCc1ccc2c(c1)OCO2)C1CCCN1C(=O)Nc1ccccc1 (stereo not drawn)	-0.1%	0%	i	3%	1.2%	1%	7%	-3%	?	i	8%
CC1CC(C)CN(Cc2nc3c(c(=O)n(C)c(=O)n3C)n2CCN2CCOCC2)C1 (stereo not drawn)	1.6%	-3%	i	9%	0.3%	4%	4%	5%	i	i	-7%
Cc1c(C(=O)O)[nH]c2c1C(=O)CC(c1ccc(Cl)cc1)C2 (stereo not drawn)	2.3%	0%	i	-6%	3.0%	-1%	2%	-2%	?	i	-4%
COc1ccccc1CN1CCCC2(CCN(C(C)=O)CC2)C1	-2.1%	-1%	i	-9%	0.5%	-4%	?	0%[9.22 µM]	?	i	10%

Next section; the last 2 above are carried over.
SMILES	BRCT inh green	Caspase-7 inhib	A350 autofl	USP2a inhib	BRCT PPI red	Casp1 inh	HEK293 cAMP cs	GFP derepression	Fluorescein autfl	4-MU autofl	Ub-GFP proteasome
Cc1c(C(=O)O)[nH]c2c1C(=O)CC(c1ccc(Cl)cc1)C2 (stereo not drawn)	2.3%	0%	i	-6%	3.0%	-1%	2%	-2%	?	i	-4%
COc1ccccc1CN1CCCC2(CCN(C(C)=O)CC2)C1	-2.1%	-1%	i	-9%	0.5%	-4%	?	0%[9.22 µM]	?	i	10%
O=c1onc2n1-c1cc(Br)ccc1OC2	-2.6%	2%	i	-3%	2.4%	3%	-11%	1%	i	i	3%
CCc1nc(N)c(C#N)c(-c2cccnc2)c1C	-0.7%	-3%	2.1e-07M*	-3%	0.4%	-5%	?	3%	i	1.6e-07M*	3%
CC1(C)C(=O)C2C[C@]3(O)C4=CC(=O)OC(c5ccoc5)[C@]4(C)CCC3[C@](C)(C2=O)C1CC(=O)O (stereo partly drawn)	-1.0%[3.08 µM]	0%	nt	2%	0.5%	0%	nt	nt	nt	nt	nt
Clc1nc2ccccc2nc1Cl	0.1%	1%	nt	nt	-2.9%	-2%	17%	nt	nt	nt	nt
CN(Cc1c(F)cccc1Cl)c1nnnn1-c1ccccc1	0.4%	-3%	i	5%	-0.8%	0%	23%	-4%	i	i	0%
CCCc1cc(C(=O)Nc2nnc(C)s2)cs1	-0.3%	-1%	nt	nt	-1.3%	0%	-7%	nt	nt	nt	nt

Screening results: PubChem BioAssay, National Center for Advancing Translational Sciences (NCATS)
